Source: PubChem BioAssay
Hep lipid drop: modulators of hepatic lipid droplet formation; AML12 mouse hepatocytes, oleate lipid droplets, BODIPY imaging; inhibition, % at 6.5 µM; 240,000 compounds, 0.4% hits; AID 1656;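 active = lipid droplet intensity inhibited by at least 50%, with more than 500 cells counted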
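Assay system: AML12 hepatocytes (mouse) / Also added: 100 µM oleic acid challenge / Times: overnight treatment with compound plus oleate / Detection: high-content imaging of BODIPY-stained droplets and DAPI nuclei / Evaluation: % inhibition of lipid droplet signal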
Hep lipid drop cells 6.5 µM: further read-out of Hep lipid drop, marked with its call; cell count; measured here: cell count, cytotoxicity flag;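 cells counted across two imaged fields per well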
Starred values were filed as active, the others as inactive. The list is partial (hit frequency here may not be typical).

SMILES	Hep lipid drop	Hep lipid drop cells 6.5 µM
CCCOc1ccc(C(=O)NC(=S)N2CCN(c3cc4c(cc3F)c(=O)c(C(=O)O)cn4CC)CC2)cc1	-10	796
Cc1ccnc(NS(=O)(=O)c2ccc(NC(=O)Cc3ccc(F)cc3)cc2)n1	-4	721
Cn1c2c(c(=O)c3ccccc31)CCCC2	-1	779
N=c1n(CCN2CCCCC2)c2ccccc2n1CC(=O)c1cccc([N+](=O)[O-])c1	-4	763
COc1cc(C(=O)N(Cc2ccccc2)c2cccc(C)c2)ccc1OC(F)F	-6	742
CCc1ccc(OCC2Cn3c(nc4c3c(=O)[nH]c(=O)n4C)O2)cc1 (configuration not stated)	-8	785
CCOc1ccc(C(=O)CCC(=O)Nc2ccccc2C)cc1	20	758
COc1ccc(OC)c(NC(=O)CSc2nnc(-c3ccncc3)s2)c1	14	832
COc1ccc(NC2CCCN(C(=O)c3ccc(C(C)=O)s3)C2)cc1 (configuration not stated)	21	795
Cc1ccc(F)c(NC(=S)Nc2cccc3ccccc23)c1	0	823
COc1cc(S(=O)(=O)N2CCN(C(=O)c3ccco3)CC2)c(OC)cc1C	-2	810
O=C1/C(=C/c2cccc(F)c2)SC(=S)N1NS(=O)(=O)c1ccccc1	23	722
CC1CCC(NC(=O)CCNS(=O)(=O)c2ccc3c(c2)CCC(=O)N3)CC1 (configuration not stated)	-10	732
COc1ccc(/C=C/CN2CCC(n3nccc3NC(=O)C3CC3)CC2)cc1	4	735
O=C(NCc1ccccc1)N1CCNCC1	13	821
O=C1NC(=Nc2ccccc2Cl)S/C1=C\c1cc([N+](=O)[O-])ccc1O	-7	752
CC(C)c1c(C(=O)N/N=C/c2c[nH]c3ccccc23)nnn1-c1nonc1N	-14	684
OC(CN1CCCCCC1)CN(c1ccccc1)c1ccccc1 (configuration not stated)	-21	845
O=C(Nc1ccc(Cl)c(C(=O)N2CCOCC2)c1)c1ccccc1	-4	802
CC(c1ccccc1)n1cnc2ccccc2c1=O (configuration not stated)	2	810
CSc1ccc(C2C(C(=O)c3ccco3)=C(O)C(=O)N2c2nnc(SC)s2)cc1 (configuration not stated)	-2	732
CCOC(=O)C1=C(CN2CCN(C(=O)c3ccco3)CC2)NC(=O)NC1c1ccc(F)cc1 (configuration not stated)	-27	707
O=C(O)c1ccc(S(=O)(=O)c2ccccc2C(=O)O)c([N+](=O)[O-])c1	-1	692
CCOC(=O)C1=C(COC(=O)/C=C/c2cccc(OC)c2OC)NC(=O)NC1C (configuration not stated)	-2	853
O=c1oc(Cc2ccccc2)nc2ccccc12	-3	796
Next results.
SMILES	Hep lipid drop	Hep lipid drop cells 6.5 µM
O=C(O)c1ccc(/C=C2\COc3ccccc3C2=O)cc1	3	817
CCN(CC)CCN(C(=O)c1ccc(S(=O)(=O)N(C)C2CCCCC2)cc1)c1nc2c(C)cccc2s1	2	881
O=C(O)C1CC(=O)N(c2ccc(OCc3ccc(Br)cc3)cc2)C1 (configuration not stated)	-1	837
CC(C)(C)c1ccc(C(=O)NC(=S)N2CCCCCC2)cc1	2	795
COc1ccc(-n2nc3c(c2NC(=O)C(C)C)CSC3)cc1	-13	745
CCOC(=O)C1CCN(C(=O)c2cc3c(ccc4ccccc43)o2)CC1	-9	656
CCN(CC(=O)NCCN1CCOCC1)S(=O)(=O)c1ccc(F)cc1	-2	822
COC(=O)c1ccc(Cn2nnc3c(=O)[nH]c(C4CCCN(S(=O)(=O)c5ccccc5Cl)C4)nc32)cc1 (configuration not stated)	-7	684
COc1ccc(CNC(=O)C2CCN(S(=O)(=O)N3CCCC3)CC2)cc1	10	715
CCOC(=O)c1c(C)[nH]c(C)c1S(=O)(=O)NCCc1cccs1	-3	694
O=C(c1ccco1)N1CCN(C23CC4CC(CC(C4)C2)C3)CC1	11	796
COc1ccc(C(=O)Nc2nnc(S(=O)(=O)N3CCOCC3)s2)cc1	-19	652
O=C(NC(=S)NCc1cccnc1)c1cc(Br)ccc1Cl	0	766
COc1cc(OC)cc(C(=O)N/N=C\c2ccoc2)c1	-12	787
Cc1c(C)n(CCN(C)C)c2ccc(C(=O)OCCN(C)C)cc12	-8	778
C=CCOc1ccc(/C=C/C(=O)OCC(=O)NC2CCCCCCC2)cc1	0	806
COc1ccc(CN2CCN(C(=O)c3cccc4ccccc34)CC2)cc1Br	-2	762
CCCCn1c(N)c(N(CC)C(=O)c2cc(S(=O)(=O)N3CCN(CC)CC3)ccc2Cl)c(=O)[nH]c1=O	-1	758
Cn1c(COc2ccccc2)nc2ccccc21	14	825
COc1ccc(OC)c(NC(=O)CSc2nc3n[nH]c(C)c3c(=N)n2-c2cccc(Cl)c2C)c1	-5	646
COc1ccc(CNC(=O)CNC(=O)[C@@H]2Cc3ccccc3CN2)cc1	11	668
Cc1ccc(NC(=O)C2CCCN(c3cnccn3)C2)c(C)c1 (configuration not stated)	4	733
O=C(NNC(=O)c1ccc(Cl)c(Cl)c1)c1cccnc1	9	711
CC(C(=O)N1CCN(Cc2ccccc2)CC1)n1ncn2cccc2c1=O (configuration not stated)	11	744
O=C(NCCc1cccc(C(F)(F)F)c1)C1CCC(=O)N(Cc2ccc(Cl)cc2)C1 (configuration not stated)	23	774

Record cards, as listed above. Values in the order: Hep lipid drop	Hep lipid drop cells 6.5 µM
CCOC(=O)c1c(C)[nH]c(C)c1S(=O)(=O)NCCc1cccs1 as listed: -3	694
O=C(c1ccco1)N1CCN(C23CC4CC(CC(C4)C2)C3)CC1 as listed: 11	796
COc1ccc(-n2nc3c(c2NC(=O)C(C)C)CSC3)cc1 as listed: -13	745
CCCCn1c(N)c(N(CC)C(=O)c2cc(S(=O)(=O)N3CCN(CC)CC3)ccc2Cl)c(=O)[nH]c1=O as listed: -1	758
CC(C(=O)N1CCN(Cc2ccccc2)CC1)n1ncn2cccc2c1=O (configuration not stated) as listed: 11	744

The list goes on:
SMILES	Hep lipid drop	Hep lipid drop cells 6.5 µM
CCc1ccc(N(CC(=O)NC2CCCC2)C(=O)CCC(=O)Nc2cc(C)on2)cc1	-27	687
Cc1ccc(CNC(=O)CSc2nc3ccccc3[nH]2)cc1	-2	832
COc1cccc(/C=C2\SC(=S)N(CCC(=O)NC3C=CS(=O)(=O)C3)C2=O)c1 (configuration not stated)	-19	647
CC(=O)c1ccc(S(=O)(=O)N2CCCC(N(C)CCc3ccccc3)C2)cc1 (configuration not stated)	-7	835
CN(CCOc1ccccc1)C(=O)C1CCC(=O)N(CCc2ccc(Cl)cc2)C1 (configuration not stated)	-15	725
COc1ccc(NC(=O)CCC(=O)N2CCOCC2)c([N+](=O)[O-])c1	-6	707
COCCn1nnnc1C(c1cccc(OC)c1OC)N1CCN(C(=O)c2ccco2)CC1 (configuration not stated)	-15	800
Cc1ccc(NC(=O)CN(Cc2ccco2)Cc2ccccc2O)cc1C	8	695
COC(=O)c1ccc2c(=O)n(Cc3ccc(C(=O)NCCCN4CCOCC4)cc3)c(=S)[nH]c2c1	3	672
Cc1ccn(CC(=O)N2CCCC(N3CCN(Cc4ccc5c(c4)OCO5)CC3)C2)n1 (configuration not stated)	-2	660
Cc1ccc(S(=O)(=O)N2CC(C)N(C(=O)N3CCOCC3)C2)cc1 (configuration not stated)	-16	818
CCCCC(Sc1nc(C)c(Cc2ccccc2)c(=O)[nH]1)C(=O)O (configuration not stated)	-13	781
CC(=O)c1c(C)[nH]c(C(=O)Nc2ccc(F)c(F)c2F)c1C	0	759
COc1ccc(CCNC(=O)c2coc3ccccc3c2=O)cc1OC	-5	787
CN(C)c1ccc(CNC(=O)CCS(=O)(=O)c2ccc3c(c2)n(C)c(=O)c(=O)n3C)cc1	0	780
CC1=CC(C)[C@@H]2COC(c3ccc(O)cc3)[C@H]1C2C (some centres not stated)	12	840
COc1ccc(CN2CCCC(N3CCc4ccccc4C3)C2)c(O)c1 (configuration not stated)	-24	834
CCOc1cc(C(=O)OC(C)C(=O)Nc2ccc(NC(C)=O)cc2)ccc1OCC(=O)N1CCCCC1 (configuration not stated)	9	834
COc1cccc(NC(=O)C(C)NS(=O)(=O)c2ccc(Br)cc2)c1 (configuration not stated)	21	660
O=C(CN1C(=O)S/C(=C\c2ccc(C(=O)O)cc2)C1=O)Nc1ccccc1	0	806
CC(C)(C)NC(=O)C(c1cccs1)N(Cc1ccco1)C(=O)c1csnn1 (configuration not stated)	-4	824
O=C(CSc1nc(Nc2ccccc2)nc(N2CCOCC2)n1)Nc1cccc([N+](=O)[O-])c1	-17	606
CN1C(=O)c2cccc3c(S(N)(=O)=O)ccc1c23	16	796
O=C(NC(=S)Nc1ccc(Cl)cn1)c1cc([N+](=O)[O-])ccc1N1CCOCC1	-10	798
CCCOc1ccc(C(=O)NC2CCSc3ccccc32)cc1 (configuration not stated)	-3	829

Four entries picked at random from the list so far, as already listed:
SMILES	Hep lipid drop	Hep lipid drop cells 6.5 µM
COc1ccc(CN2CCCC(N3CCc4ccccc4C3)C2)c(O)c1 (configuration not stated)	-24	834
Cc1ccn(CC(=O)N2CCCC(N3CCN(Cc4ccc5c(c4)OCO5)CC3)C2)n1 (configuration not stated)	-2	660
COc1ccc(NC(=O)CCC(=O)N2CCOCC2)c([N+](=O)[O-])c1	-6	707
O=C(CN1C(=O)S/C(=C\c2ccc(C(=O)O)cc2)C1=O)Nc1ccccc1	0	806

Two entries from above, reformatted.
> CCOc1cc(C(=O)OC(C)C(=O)Nc2ccc(NC(C)=O)cc2)ccc1OCC(=O)N1CCCCC1 (configuration not stated)
  Hep lipid drop: 9 | Hep lipid drop cells 6.5 µM: 834

> COc1cccc(NC(=O)C(C)NS(=O)(=O)c2ccc(Br)cc2)c1 (configuration not stated)
  Hep lipid drop: 21 | Hep lipid drop cells 6.5 µM: 660

(further entries)
SMILES	Hep lipid drop	Hep lipid drop cells 6.5 µM
Cc1ccc(C(=O)NCC(=O)NC2CCCCCC2)cc1	5	835
CSc1ccc(/C=N/n2c(C)nc3ccccc3c2=O)cc1	-40	797
CCN1CCN(C(=O)C2CCCN(S(=O)(=O)c3cc(Cl)ccc3Cl)C2)CC1 (configuration not stated)	0	846
COc1ccc(OC)c(C(=O)c2ccc(C(=O)Nc3ccc(NC(C)=O)cc3)cc2)c1	0	833
O=C(NCc1cccc(Cl)c1)C1CCC(=O)N(C2CC2)C1 (configuration not stated)	0	647
Cc1nnc(Nc2ccc(S(N)(=O)=O)cc2)c2ccccc12	0	802
COc1ccc(NC(=O)CN(C)C(=O)CN2C(=O)c3ccc([N+](=O)[O-])cc3C2=O)cc1	-2	846
CCC1=NN2C(=N)/C(=C/c3ccc(OS(=O)(=O)c4ccc(C)cc4)c(OC)c3)C(=O)N=C2S1	0	763
CCC(CC)c1nnc(NC(=O)CCS(=O)(=O)Cc2ccccc2)s1	-21	761
CCN1CCN(c2nc3c(c(=O)[nH]c(=O)n3C)n2Cc2ccccc2F)CC1	6	807
Cc1ccc(C)c(NC(=O)CNC(=O)N2CC(=O)Nc3ccccc32)c1	-22	738
CC(C(=O)Nc1cccc([N+](=O)[O-])c1)N1C(=O)NC2(CCCC2)C1=O (configuration not stated)	-21	786
O=C1CCCN1S(=O)(=O)c1ccc(F)cc1	7	899
O/N=C/Cc1[nH]c2ccccc2c1-c1ccccc1	2	738
COc1ccc(-n2ccnc(SCC(=O)NC3CCCCC3)c2=O)cc1	-1	715
CC(C)Cn1c(CN2CCN(C)C(CCO)C2)nc2ccccc21 (configuration not stated)	0	792
O=C(Nc1nc(-c2ccccn2)cs1)Nc1ccc(F)cc1F	-16	809
Cc1ccc(O)c(CNc2nccs2)c1	17	828
O=[N+]([O-])c1cc(N=Nc2ccc3ccccc3c2)ccc1O	4	813
CC1(C)CC(=O)C=C(Nc2ccc(C(=O)O)c(O)c2)C1	6	820
Cn1cccc1C(=O)NNC(=O)COc1ccccc1F	-3	855
CCC1Sc2ccc(S(=O)(=O)CCC(=O)Nc3ccccc3Br)cc2NC1=O (configuration not stated)	9	778
O=C(N/N=C/c1ccccc1F)NC12CC3CC(CC(C3)C1)C2	0	834
Cc1c(OCC(=O)NC2CC(C)(C)NC(C)(C)C2)ccc2c1oc(=O)c1ccccc12	-13	686
CCC(C)[C@H](NC(=O)N1CC(=O)Nc2ccccc21)C(=O)Nc1ccccc1C (some centres not stated)	-3	654
Further results.
SMILES	Hep lipid drop	Hep lipid drop cells 6.5 µM
Cc1ccc(S(=O)(=O)N2CCOCC2)cc1C(=O)N1CCC(Cc2ccccc2)CC1	4	746
COc1ccc(S(=O)(=O)N2CCCCCC2)cc1C(=O)NC1(C)CCS(=O)(=O)C1 (configuration not stated)	0	702
Cn1c(SCC(=O)NCc2ccc3c(c2)OCO3)nc2c(c1=O)SCC2	-8	630
CC1CCCCN1CCNC(=O)c1ccc2c(c1)N(Cc1ccccc1F)C(=O)c1ccccc1S2=O (configuration not stated)	-6	730
O=[N+]([O-])c1ccccc1S(=O)(=O)c1ccccc1	-3	813
COc1cccc(CC(=O)N2CCC(n3nccc3NC(=O)C3CC3)CC2)c1	11	707
CC(=O)Nc1ccc(NC(=O)c2ccc(CN3CCc4ccccc4C3)cc2)cc1	4	854
Cc1cc(Cl)ccc1NC(=O)C1COc2ccccc2O1 (configuration not stated)	-3	824
Cc1ccc(NC(=O)CCCNC(=O)c2ccc(Cl)cc2)c(O)c1	-1	819
CCN(CC(=O)Nc1cc(Cl)ccc1C)C(=O)CCOc1ccccc1C	29	796

Two consecutive records out of the list so far:
SMILES	Hep lipid drop	Hep lipid drop cells 6.5 µM
Cc1ccc(S(=O)(=O)N2CCOCC2)cc1C(=O)N1CCC(Cc2ccccc2)CC1	4	746
COc1ccc(S(=O)(=O)N2CCCCCC2)cc1C(=O)NC1(C)CCS(=O)(=O)C1 (configuration not stated)	0	702
